TrxR1 inh: inhibitors of rat thioredoxin reductase 1. recombinant rTrxR1, NADPH fluorescence consumption, selenite substrate. Potency, µM (doses to about 114 µM), for the others: at the top dose activity change, negative = inhibition, hits mostly inhibitors. 1% of 390,000 active. AID 588453; further: potency means the concentration at half of the fitted maximal effect; on the % scale 0 is the no-effect control and ±100 the full control effect; nearly all actives have a fitted effect of over 65% in size
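Rat TrxR1 (90 nM in the dispensed reagent) was pre-reduced with 400 uM NADPH for 5 min at room temperature, then incubated with compound for 15 min. After 400 uM selenite was added, NADPH fluorescence (Ex 340/Em 450 nm) was followed for 8 min.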
GLS inh: glutaminase GLS (human) inhibition. GLS enzymatic activity, qHTS titration. Potency, µM (doses to about 45.5 µM), for inactives: at the top dose activity change, negative = inhibition, most hits filed as inhibitors. 0.21% of 410,000 active; further: potency means the concentration at half of the fitted maximal effect; on the % scale 0 is the no-effect control and ±100 the full control effect
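Human kidney-isoform GLS in 45 mM KH2PO4 pH 8.2, 0.02% Tween-20, with compound, started with 1mM L-Glutamine (added stock). Glutamate oxidase/HRP/Amplex red coupled fluorescence read at start and after 30 min at RT.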
TrxR1 substrate: substrates of rat thioredoxin reductase 1. Potency, µM (top dose mostly 114 µM), inactives show at the highest dose activity change, negative = substrate turnover. 0.01% of 390,000 active. O89049. purified TrxR1 substrate turnover, NADPH consumption readout. AID 588456; further: potency means the concentration at half of the fitted maximal effect; on the % scale 0 is the no-effect control and ±100 the full control effect; nearly all actives have a fitted effect of over 50% in size
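Rat TrxR1, dispensed at 90 nM, was prereduced with 400 uM NADPH (final) for 5 min at ~22 deg C, then incubated with compound 15 min before 400 uM selenite. A first-read NADPH fluorescence drop versus no-compound background flagged substrates.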
HP1b binding inh: inhibitors of HP1-beta chromodomain binding to methylated histone tails | P83916 | AlphaScreen HP1-beta / biotin-H3K9me3 peptide binding | Potency, µM (titrated, usually from 114 µM), for inactives: at the highest dose activity change, negative = inhibition, hits mostly inhibitors | 0.56% of 390,000 active | AID 540317; further: potency means the concentration at half of the fitted maximal effect; nearly all actives have a fitted effect of over 70% in size; inactives centre near 23
Target sequence (P83916 whole entry, looked up): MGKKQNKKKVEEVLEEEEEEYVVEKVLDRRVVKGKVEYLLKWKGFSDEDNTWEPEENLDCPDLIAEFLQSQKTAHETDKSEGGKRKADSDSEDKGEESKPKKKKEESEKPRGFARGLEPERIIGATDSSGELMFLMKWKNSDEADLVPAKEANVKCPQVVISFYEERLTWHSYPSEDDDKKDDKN
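HP1-beta protein (50 nM final) preincubated 30 min at room temperature with biotinylated H3(1-18)K9me3 peptide (50 nM) in PBS pH 7.4, 0.01% Tween-20, then compound added for 30 min. AlphaScreen streptavidin donor/nickel chelate acceptor beads (10 ug/mL final), 30 min dark, luminescence read.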
PI4K2A inh: PI4K2A (human) kinase inhibition; Q9BTU6; purified PI4K2A, ADP-Glo luminescence, 1 h; stronger effect = lower value; activity change, negative = inhibition, % at 76.9 µM; 0.13% of 420,000 active; AID 1346378; in the data active means activity change below about -50%; inconclusive means mostly about -30% to -49%;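 further: -100% = wells without enzyme as full effect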
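In this quantitative HTS, ADP production by PI4K2A was quantified luminescently after 1 h at ambient temperature; 100 microM adenosine served as plate-quality control.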
USP1-UAF1 inh: blocks the human USP1/UAF1 deubiquitinase complex; O94782; recombinant USP1/UAF1, Ub-Rhodamine cleavage fluorescence; Potency, µM (doses to about 57.1 µM), for inactives: at the highest dose activity change, negative = inhibition, actives largely listed as inhibitors; 0.23% of 390,000 active; AID 743255; further: potency means the concentration at half of the fitted maximal effect; on the % scale 0 is the no-effect control and ±100 the full control effect; nearly all actives have a fitted effect of over 60% in size; inactives centre near -12
Target sequence (O94782 whole entry, looked up): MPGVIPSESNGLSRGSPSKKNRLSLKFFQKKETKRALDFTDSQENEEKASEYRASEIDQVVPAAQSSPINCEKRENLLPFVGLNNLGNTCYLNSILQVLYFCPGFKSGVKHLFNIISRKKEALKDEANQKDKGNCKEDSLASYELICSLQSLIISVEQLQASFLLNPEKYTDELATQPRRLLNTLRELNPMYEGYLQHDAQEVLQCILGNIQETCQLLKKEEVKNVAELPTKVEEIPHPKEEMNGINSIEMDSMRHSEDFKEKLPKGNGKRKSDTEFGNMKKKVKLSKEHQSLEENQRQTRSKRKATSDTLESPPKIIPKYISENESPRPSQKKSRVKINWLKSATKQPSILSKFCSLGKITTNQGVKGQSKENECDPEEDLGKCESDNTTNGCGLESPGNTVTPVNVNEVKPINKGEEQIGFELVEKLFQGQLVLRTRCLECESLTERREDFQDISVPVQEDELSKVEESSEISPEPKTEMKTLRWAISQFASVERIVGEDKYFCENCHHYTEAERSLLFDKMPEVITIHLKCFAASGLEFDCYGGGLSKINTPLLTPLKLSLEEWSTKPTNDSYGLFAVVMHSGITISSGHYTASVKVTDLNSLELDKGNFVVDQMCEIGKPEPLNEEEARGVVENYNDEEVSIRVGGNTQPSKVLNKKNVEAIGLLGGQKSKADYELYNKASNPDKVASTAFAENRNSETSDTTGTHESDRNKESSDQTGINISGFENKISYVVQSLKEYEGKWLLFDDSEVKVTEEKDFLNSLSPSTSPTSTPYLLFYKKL
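USP1/UAF1 complex (1 nM) preincubated 15 min at room temperature with compound, then Ub-Rho substrate (150 nM final) added. Kinetic fluorescence at 480/540 nm over 6 reads at 60 s intervals; 50 mM HEPES pH 7.8, 0.5 mM EDTA, 0.1 mg/ml BSA, 1 mM TCEP, 0.01% Tween-20.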
PGK inhibitor: inhibitors of T. brucei phosphoglycerate kinase. AID 602233. Potency, µM (titrated, usually from 57.5 µM), inactives show top-dose activity change, negative = inhibition, hits mostly inhibitors. 0.043% of 380,000 active. PGK/GAPDH coupled, Kinase-Glo luminescence, 60 min. P07378; further: potency means the concentration at half of the fitted maximal effect; on the % scale 0 is the no-effect control and ±100 the full control effect; nearly all actives have a fitted effect of over 60% in size
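Luminescent ATP detection (Kinase-Glo Plus) follows a 60-minute room-temperature incubation, with wells lacking PGK as controls. Buffer: 100 mM TEA (pH 7.6), 5 mM MgCl2, 0.01% Tween-20. Coupling enzyme GAPDH (100 nM final) supplies unstable 1,3-BPG in-well.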
Pin1 inhibitor: inhibitors of human Pin1. Q13526. Pin1 FP peptide displacement, HiFluor488, 10 min. Potency, µM (top dose mostly 115 µM), without a hit: top-dose activity, negative = inhibition, most hits filed as inhibitors. 0.009% of 390,000 active; active means well fitted inhibition curve with a large enough effect in the polarisation, with a control signal flat, not every such curve was filed as active; inconclusive means small, poorly fitted or top-dose-only effect, or effect the other way, or a change in a side signal; inactive means no such curve, though single readings can be large or run the other way; the % refers to the polarisation; further: potency means the concentration at half of the fitted maximal effect; on the % scale 0 is the no-effect control and ±100 the full control effect
IDH1 R132H inh: inhibitors of human mutant IDH1 R132H; Potency, µM (series often up to 76.6 µM), without a hit: at the top dose activity change, negative = inhibition, usual class: inhibitors; 0.093% of 390,000 active; IDH1-R132H enzyme, NADPH consumption, diaphorase/resazurin fluorescence; further: potency means the concentration at half of the fitted maximal effect; on the % scale 0 is the no-effect control and ±100 the full control effect; nearly all actives have a fitted effect of over 65% in size
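IDH1-R132H (0.5 ug/mL) preincubated 30 min with compound, then NADPH (0.016 mM) and alpha-KG (2 mM) added; 80 min at RT, pH 7.5. Remaining NADPH coupled via diaphorase/resazurin to fluorescence (540/590 nm); concentration-response curves normalized to no-enzyme control.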
An asterisk follows results filed as active; i = inactive; ? = inconclusive; . = no result given; & = joins results of further samples; [ ] = dose if it differs, or a comment. Unless noted, the call rests on the fitted dose curve; in most records, active means well fitted curve in the direction sought with a large enough effect; inconclusive means small, poorly fitted or top-dose-only effect, or another doubt; inactive means no such curve, though single readings can be large; an effect the other way counts as inactive or inconclusive.

Every second line gives: TrxR1 inh	GLS inh	TrxR1 substrate	HP1b binding inh	PI4K2A inh	USP1-UAF1 inh	PGK inhibitor	Pin1 inhibitor	IDH1 R132H inh
- COc1cc(/C=N/NC(=O)c2ccc(Cl)c(S(N)(=O)=O)c2)ccc1OCC(N)=O
 : 5%	-10%	8%	19%	-9	-6%	-7%	?	-4%
- O=C(Nc1cc(Cl)ccc1N1CCCCC1)c1cccs1
 : -10%	10%	-6%	97%[activator]	3	-20%	3%	7%	0%
- CC1(C)C2CCC1(C)C1(C2)NC(=O)c2ccccc2O1 (centres undefined)
 : 8%[57.1 µM]	-9%	-19%[57.1 µM]	43%[activator]	2	-12%	0%	-2%	5%
- CCOC(=O)c1ccc(NC(=S)N(CCCN2CCN(C)CC2)Cc2cccs2)cc1
 : 12%[57.1 µM]	2%	-7%	-12%	0	-7%	-11%	2%	13%
- CSc1nc(-c2ccc(Cl)cc2)c(C#N)c(=O)n1C
 : 21%[57.1 µM]	0%	32%[57.1 µM]	12%	1	-20%	-7%	-3%	3%
- CC(=O)Nc1cccc(C(=O)OCC(=O)N2CCN(C(=O)COC(=O)c3cccc(NC(C)=O)c3)CC2)c1
 : -3%	11%	20%	4%	-3	-4%	-9%	7%	7%
- CC1CCN(S(=O)(=O)c2ccc3ncn(CC(=O)N4CCN(C)CC4)c(=O)c3c2)CC1
 : 12%	-10%	2%[57.1 µM]	18%	1	-6%	5%	6%	-4%
- Nc1ccc2nc(-c3cc(Cl)c(N)c(Cl)c3)[nH]c2c1
 : ?	19%	14%	?	-6	?	-6%	?	-1%
- O=C(CSc1cn(CCNC(=O)c2cccc(C(F)(F)F)c2)c2ccccc12)Nc1ccc2c(c1)OCCO2
 : 8%	10%	4%[11.4 µM]	27%	-3	-34%	i	?	-8%
- Cc1ccc(N(Cc2ccccc2)C(=O)c2cc(S(=O)(=O)N3CCOCC3)ccc2Cl)cc1
 : -2%[57.1 µM]	-2%	-7%[57.1 µM]	-24%	1	-9%	i	70%[activator]	-12%
- COc1cccc(-c2csc(N3CCN(S(=O)(=O)c4ccc(F)cc4)CC3)n2)c1
 : 21%	-5%	7%	13%	6	?	-5%	47%[activator]	2%
- Cn1c(=O)[nH]c(=O)c2c1nc(SCCCO)n2CCCc1ccccc1
 : -12%	8%	-12%	19%	3	1%	-6%	2%	4%
- Cc1cc(C)cc(NC(=O)c2ccc(CN3CCc4ccccc4C3)cc2)c1
 : 17%[57.1 µM]	4%	9%[57.1 µM]	17%	3	-18%	-1%	1%	-2%
- O=C(Cc1ccc(NS(=O)(=O)c2cccc(C(F)(F)F)c2)cc1)NCCN1CCOCC1
 : -3%[57.1 µM]	-1%	-1%[57.1 µM]	44%[activator]	-2	-12%	-5%	-11%	-8%
- COc1cccc2cc(C(=O)c3ccccc3)oc12
 : 8%	8%	10%[57.1 µM]	35%	17	1%	1%	-1%	-2%
- Cc1csc(NC(=O)c2ccccc2O)n1
 : 15%	15%	122%[activator]	35%	0	5%	i	-1%	12%
- O=C(NC(=S)NNC(=O)c1ccccc1O)c1ccco1
 : -29%	60%[activator]	-13%	1%	0	-3%	i	-4%	-5%
- O=C(Nc1nc2ccccc2[nH]1)c1ccc(Cl)c([N+](=O)[O-])c1
 : 22%	-3%	4%	44%[activator]	2	-27%	-7%	-8%	11%
- O=C(c1ccc2c(c1)OCCO2)C1CCN(C(=O)c2ccc(F)cc2)CC1
 : 8%	-3%	-3%	32%	1	-10%	-3%	-3%	3%
- COCC1CCN(C(=O)c2cc(COc3cncc(Cl)c3)on2)C1 (centres undefined)
 : 9%	3%	-2%	26%	0	-11%	7%	0%	-10%
- CCOc1ccc(N2C(=O)CSC23CCCCC3)cc1
 : -8%[57.1 µM]	4%	-7%[57.1 µM]	33%	0	-5%	-8%	7%	-2%
- CCO[C@@H]1OC(C(=O)NCc2nc3ccccc3[nH]2)=C[C@H](c2coc3ccccc3c2=O)[C@H]1CCCO
 : 2%	-1%	3%	61%[activator]	-1	-20%	-7%	4%	10%
- COc1ccc(CCNC(=O)Cc2cc(OCc3ccccc3)c(OC)cc2[N+](=O)[O-])cc1OC
 : 15%	6%	-4%	-6%	-3	3%	-3%	-3%	14%
- CCC(=O)N1CCc2cc(Br)cc(S(=O)(=O)CCC(=O)N3CCN(c4ccccc4F)CC3)c21
 : 17%	-10%	-3%	-7%	1	9%	-16%	-1%	0%
- O=C(O)C1CC(O)CN1C(=O)c1ccco1 (centres undefined)
 : 43%[57.1 µM]	-3%	4%[57.1 µM]	27%	4	3%	-10%	-1%	-3%
- O=C(NCC1CC1)c1ccc2c3n(nc2c1)-c1ccc(Cl)cc1CO3
 : 7%[57.1 µM]	5%	11%[57.1 µM]	28%	0	-26%	-11%	-6%	-1%
- NC(=O)C1CCN(c2nc(-c3cccnc3)cs2)CC1
 : -19%	19%	1%	38%	-3	.	5%	?	.
- COc1ccc(C(=O)Nc2nccs2)cc1[N+](=O)[O-]
 : 17%	-3%	1%	109%[activator]	-1	-10%	2%	3%	7%
- O=C(CN1C(=O)NC2(CCCCCC2)C1=O)N1CCN(c2ccccc2)CC1
 : 4%	9%	1%	15%	-1	-16%	-7%	1%	2%
- O=C(C1CCCCC1)N1CCN=C1SCc1cccnc1
 : 17%	-2%	0%	9%	3	-7%	-4%	2%	1%
- CCCCNC(=O)N(C)c1nncnc1C(=O)NC
 : 13%	-5%	-2%	31%	-3	10%	8%	-3%	2%
- Cc1ccccc1NC(=O)C(=O)N/N=C/c1cccc(Br)c1
 : -4%	-3%	-4%	55%[activator]	-5	-17%	-6%	6%	0%
- O=Nc1ccc(NOC(=O)c2ccccc2Br)cc1
 : ?	0%	-3%	3%[57 µM]	?	-12%	-7%	10%	-1%
- COc1ccc(OCc2cc(C(=O)N3CCCC3)no2)c2ccccc12
 : 16%	-2%	2%	-27%	-15	?	-5%	-8%	-2%
- CC1CCN(C(=O)Cn2cc(SCC(=O)Nc3ccccc3)c3ccccc32)CC1
 : 7%	-2%	4%	38%	-2	7%	i	5%	0%
- CCCC(=O)Nc1ccc(C=C(C(C)=O)C(C)=O)cc1
 : -62%	19%	139%	11%	-2	-21%	i	11%	4%
- O=C(Cn1cnc2ccccc21)Nc1cc(C(F)(F)F)ccc1N1CCOCC1
 : 0%	-2%	-4%	38%	-2	-12%	-8%	4%	5%
- Cc1cc(C)cc(NC(=O)Cn2c(=O)n(-c3cc(C)cc(C)c3)c(=O)c3oc4ccccc4c32)c1
 : 3%	-1%	1%	21%	-4	-7%	-6%	30%[activator]	-13%
- CCOc1cc(CNn2cn[nH]c2=S)cc(Cl)c1OCc1ccccc1F
 : -10%	-11%	-5%	9%	-2	-3%	2%	6%	0%
- CCOc1ccc2oc(C(=O)N(CC)CC(=O)Nc3ccc(NC(C)=O)cc3)c(C)c2c1
 : 10%	3%	7%	3%	7	-8%	15%	7%	-9%
- CC(C)CN1CCC(=O)N(CCN=[N+]=[N-])CC1
 : 4%&6%	-7%	-4%&7%	51%[activator]	6	-23%	-2%	5%	1%
- N#C/C(=C\c1cccn1-c1ccccc1)C(=O)NC1CCCCC1
 : ?	-2%	-6%	3%	8	-4%	i	3%	-8%
- Cc1ccc(N2C(=O)CC(N3CCSCC3)C2=O)c(C)c1 (centres undefined)
 : -24%	-1%	-11%	42%[activator]	-2	-5%	i	5%	0%
- CCC(C(=O)N1CCN(Cc2ccc3c(c2)OCO3)CC1)n1nnc2ccccc2c1=O (centres undefined)
 : .	-5%	.	.	2	?	2%	.	-13%
- CCCCNC(=O)Cn1c(SCc2cccc(Cl)c2)nc2ccncc21
 : 12%	.	0%	23%[57 µM]	.	.	.	0%	.
- CCOc1cc(N2CCOCC2)c(OCC)cc1NC(=O)C(C)(C)C
 : 8%	25%	-7%	45%[activator]	-2	-12%	i	1%	-1%
- C=CCNC(=O)Nc1ccc(Cl)cn1
 : 10%	2%	1%	31%	-1	-16%	i	4%	12%
- COc1ccc(C(C(=O)NCc2ccccc2)N(Cc2ccco2)C(=O)c2snc(C(N)=O)c2N)cc1OC (centres undefined)
 : -12%[57.1 µM]	-6%	-1%[57.1 µM]	?	0	-6%	i	3%	-6%
- CCCOc1ccc(C(=O)Nc2ccc(N3CCN(C(=O)c4ccco4)CC3)cc2)cc1
 : 2%	0%	-1%	30%	-1	-22%	2%	13%	5%
- COCc1cc(C)nc(OCC(=O)N/N=C/c2ccccc2O)c1C#N
 : 3%[57.1 µM]	14%	5%[57.1 µM]	34%	-2	-10%	2%	6%	2%
- CC1(C)CC(=O)C(C2c3ccccc3Oc3ccccc32)C(=O)C1
 : -5%	14%	7%	34%[activator]	-12	-19%	-6%	6%	4%
- CCC/C(O)=C1\C(=O)CC(C)(C)CC1=Nc1ccc(OC)cc1OC
 : 42%[activator][57.1 µM]	3%	13%[57.1 µM]	-7%	-10	-13%	-3%	2%	0%

Single entries from the entries so far:
Entry of CCOc1ccc(N2C(=O)CSC23CCCCC3)cc1 under GLS inh: 4%
Entry of COc1ccc(C(=O)Nc2nccs2)cc1[N+](=O)[O-] under HP1b binding inh: 109%[activator]

These rows are one share of the data; the hit share may differ from the screen's.
